# CRFBP-R2 agonist: agonists of human CRF-binding protein/CRF-R2 receptor complex | HEK293 CRF-R2/CRF-BP, calcium dye fluorescence (FLIPR); percent of saturating CRF peptide response | activation, % at 13.2 µM | 350,000 compounds, 0.46% hits | AID 588473;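 active = activation of at least 50%, plus an integration ratio under a set limit after plate pattern correction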;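 also: plate controls were neutral control wells without compound for no effect and CRF at EC100 for full effect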
# CRFBP-R2 block: CRF-BP/CRF-R2 complex antagonism; HEK293 CRF-R2/CRF-BP, CRF-induced calcium fluorescence; inhibition, % at 11.8 µM; 350,000 compounds, 0.59% hits; AID 588475;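 active = inhibition of the ligand-induced calcium signal above about 50% at the single tested concentration, limit read from the data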
# IDE cell inh: inhibits human insulin-degrading enzyme in HEK cells. P14735. AID 434962. FAbetaB cleavage, fluorescence polarization. 320,000 compounds, 0.41% hits. inhibition, % at 5.59 µM;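 active = percent inhibition above the average of all tested compounds plus 3 SD, set per screening campaign, cut at about 16% in these data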;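 also: IDE supplied by intact live HEK cells; FP after avidin binding of uncleaved biotin substrate so inhibition keeps polarization high; 0% = DMSO wells and 100% = 60 µM reference IDE inhibitor Ii1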
# Target sequence (P14735 whole entry, looked up): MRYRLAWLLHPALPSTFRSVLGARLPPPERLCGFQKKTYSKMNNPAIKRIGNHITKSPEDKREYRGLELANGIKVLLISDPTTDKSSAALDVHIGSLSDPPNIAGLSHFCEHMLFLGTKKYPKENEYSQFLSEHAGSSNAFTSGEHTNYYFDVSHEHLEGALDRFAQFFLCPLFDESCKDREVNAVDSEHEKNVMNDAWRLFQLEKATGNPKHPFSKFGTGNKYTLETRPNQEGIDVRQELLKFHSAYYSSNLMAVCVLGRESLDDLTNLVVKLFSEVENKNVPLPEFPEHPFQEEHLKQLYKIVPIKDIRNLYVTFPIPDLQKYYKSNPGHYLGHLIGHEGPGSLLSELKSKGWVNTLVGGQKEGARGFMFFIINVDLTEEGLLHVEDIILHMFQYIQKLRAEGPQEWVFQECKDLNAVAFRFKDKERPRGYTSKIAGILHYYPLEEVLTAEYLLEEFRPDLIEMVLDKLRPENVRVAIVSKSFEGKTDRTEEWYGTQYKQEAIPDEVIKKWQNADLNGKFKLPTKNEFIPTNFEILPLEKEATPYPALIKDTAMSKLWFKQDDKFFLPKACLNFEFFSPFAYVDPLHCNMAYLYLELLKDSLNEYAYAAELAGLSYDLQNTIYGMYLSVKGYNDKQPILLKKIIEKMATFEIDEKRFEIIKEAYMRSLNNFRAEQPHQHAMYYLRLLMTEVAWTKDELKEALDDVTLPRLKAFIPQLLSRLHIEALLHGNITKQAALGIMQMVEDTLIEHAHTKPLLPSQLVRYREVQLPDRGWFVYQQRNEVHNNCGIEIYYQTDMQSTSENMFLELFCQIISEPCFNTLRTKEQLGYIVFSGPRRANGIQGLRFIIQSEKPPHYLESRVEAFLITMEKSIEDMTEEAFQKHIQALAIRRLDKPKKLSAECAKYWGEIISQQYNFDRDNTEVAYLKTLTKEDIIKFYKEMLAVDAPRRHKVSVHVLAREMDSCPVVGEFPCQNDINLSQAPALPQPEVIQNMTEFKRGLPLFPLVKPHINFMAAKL
# Active calls of the source: *.
[1] CCN1CCC(N2CCN(c3ccc(Cl)cc3)CC2)CC1
  CRFBP-R2 agonist: 1.3; CRFBP-R2 block: 7; IDE cell inh: 1
[2] O=C(CCC(=O)N1CCN(c2ccc(F)cc2)CC1)c1ccc(F)cc1
  CRFBP-R2 agonist: -2.0; CRFBP-R2 block: -3; IDE cell inh: 9
[3] Nc1c(C(=O)N/N=C/c2ccc([N+](=O)[O-])cc2)sc2nnc(-c3ccccc3)c(-c3ccccc3)c12
  CRFBP-R2 agonist: 2.6; CRFBP-R2 block: -5; IDE cell inh: 2
[4] C#CCN(Cc1ccccc1)S(=O)(=O)C=C
  CRFBP-R2 agonist: -1.1; CRFBP-R2 block: -2; IDE cell inh: -3
[5] COc1ccc2c(c1)CCNC2Cc1ccc(OC)c(O)c1 (stereo unspecified)
  CRFBP-R2 agonist: -0.4; CRFBP-R2 block: 4; IDE cell inh: 3
[6] CCN1C(=NCCc2cccnc2)N[C@@H](c2ccccc2)C(C(=O)OC)=C1C
  CRFBP-R2 agonist: -3.4; CRFBP-R2 block: 7; IDE cell inh: 0
[7] O=C(N/N=C/c1sc(N2CCOCC2)nc1-c1ccccc1)c1ccccc1F
  CRFBP-R2 agonist: -2.5; CRFBP-R2 block: 10; IDE cell inh: -1
[8] CCn1cc(C(=O)O)c(=O)c2cnc(N3CCN(C(=S)NC(=O)c4ccc(Br)cc4)CC3)nc21
  CRFBP-R2 agonist: 0.1; CRFBP-R2 block: -1; IDE cell inh: 3
[9] COc1ccc(C2=NOC(C(=O)NCc3cccs3)C2)cc1OC (stereo unspecified)
  CRFBP-R2 agonist: 3.0; CRFBP-R2 block: -14; IDE cell inh: -1
[10] C/C(CCN1CCc2nc(-c3ccccc3)c(-c3ccccc3)cc2C1)=N\OC[C@@H](C)[C@H](OCc1ccccc1)C(C)C
  CRFBP-R2 agonist: 3.2; CRFBP-R2 block: 10; IDE cell inh: -1
[11] COC(=O)CCC(=O)OC1(C)C(=O)C2=COC(c3ccc(OC)cc3)=CC2=C(Br)C1=O (stereo unspecified)
  CRFBP-R2 agonist: 4.5; CRFBP-R2 block: 1; IDE cell inh: 2
[12] Cn1c(=O)c2c(nc(CN3CCN(c4ccccc4)CC3)n2CCCc2ccccc2)n(C)c1=O
  CRFBP-R2 agonist: -4.4; CRFBP-R2 block: 3; IDE cell inh: -2
[13] COc1cccc(-c2[nH]nc3c2C(c2ccc(C)o2)C(C#N)=C(N)O3)c1 (stereo unspecified)
  CRFBP-R2 agonist: 0.4; CRFBP-R2 block: -3; IDE cell inh: 1
[14] O=C(CCc1ccccc1)Oc1ccccc1[N+](=O)[O-]
  CRFBP-R2 agonist: 4.1; CRFBP-R2 block: 13; IDE cell inh: 7
[15] CC1(C)O[C@H]2OC([C@H](O)CON3C(=O)c4ccccc4C3=O)[C@H](O)[C@H]2O1 (stereo partly specified)
  CRFBP-R2 agonist: -0.7; CRFBP-R2 block: 11; IDE cell inh: -3
[16] CC1(C)CC(=O)C(N=Nc2cc(S(=O)(=O)N3CCOCC3)ccc2Cl)=C(O)C1
  CRFBP-R2 agonist: -0.5; CRFBP-R2 block: 26; IDE cell inh: 1
[17] COc1cc(/C=N/n2cnc3c(sc4nc(C)cc(C)c43)c2=O)ccc1O
  CRFBP-R2 agonist: -0.5; CRFBP-R2 block: 15; IDE cell inh: 3
[18] CCOC(=O)n1cc(-c2cnc(CNC(=O)C(C)(c3ccccc3)c3ccccc3)o2)c2ccccc21
  CRFBP-R2 agonist: 2.3; CRFBP-R2 block: 0; IDE cell inh: -1
[19] Cc1ccccc1Cn1ccc(=NCc2ccccc2)cc1
  CRFBP-R2 agonist: 0.4; CRFBP-R2 block: -1; IDE cell inh: 8
[20] Cn1ncc(C#N)c1NC(=O)C1CC(c2ccccc2Cl)=NO1 (stereo unspecified)
  CRFBP-R2 agonist: -0.3; CRFBP-R2 block: 10; IDE cell inh: 8
[21] Cn1c(=O)c(C(=O)COC(=O)c2cc(C3CC3)nc3ccccc23)c(N)n(Cc2ccccc2)c1=O
  CRFBP-R2 agonist: 2.6; CRFBP-R2 block: 0; IDE cell inh: 11
[22] O=C(NC(NC1CCS(=O)(=O)C1)C(=O)c1cccs1)c1ccccc1 (stereo unspecified)
  CRFBP-R2 agonist: -0.9; CRFBP-R2 block: 6; IDE cell inh: -2
[23] O=C(Nc1nc2n(n1)C(c1ccc(Cl)cc1)CC(c1ccc(Cl)cc1)N2)c1ccco1 (stereo unspecified)
  CRFBP-R2 agonist: 6.6; CRFBP-R2 block: -12; IDE cell inh: 2
[24] CCOC(=O)CN1C(=O)N[C@@H](CCc2ccccc2)C(C(C)=O)=C1C
  CRFBP-R2 agonist: -1.8; CRFBP-R2 block: -7; IDE cell inh: -1
[25] COC(=O)c1ccc(C23CC4(C2)[C@H](CN(Cc2cccnc2)[C@@H]4c2ccccc2)C3c2ccc(C(F)(F)F)cc2)cc1 (stereo partly specified)
  CRFBP-R2 agonist: 1.5; CRFBP-R2 block: 3; IDE cell inh: 0

# Reformatted with the structure last: 11 of the compounds above.
no.	CRFBP-R2 agonist	CRFBP-R2 block	IDE cell inh	Compound
15	-0.7	11	-3	CC1(C)O[C@H]2OC([C@H](O)CON3C(=O)c4ccccc4C3=O)[C@H](O)[C@H]2O1 (stereo partly specified)
16	-0.5	26	1	CC1(C)CC(=O)C(N=Nc2cc(S(=O)(=O)N3CCOCC3)ccc2Cl)=C(O)C1
17	-0.5	15	3	COc1cc(/C=N/n2cnc3c(sc4nc(C)cc(C)c43)c2=O)ccc1O
18	2.3	0	-1	CCOC(=O)n1cc(-c2cnc(CNC(=O)C(C)(c3ccccc3)c3ccccc3)o2)c2ccccc21
19	0.4	-1	8	Cc1ccccc1Cn1ccc(=NCc2ccccc2)cc1
20	-0.3	10	8	Cn1ncc(C#N)c1NC(=O)C1CC(c2ccccc2Cl)=NO1 (stereo unspecified)
21	2.6	0	11	Cn1c(=O)c(C(=O)COC(=O)c2cc(C3CC3)nc3ccccc23)c(N)n(Cc2ccccc2)c1=O
22	-0.9	6	-2	O=C(NC(NC1CCS(=O)(=O)C1)C(=O)c1cccs1)c1ccccc1 (stereo unspecified)
23	6.6	-12	2	O=C(Nc1nc2n(n1)C(c1ccc(Cl)cc1)CC(c1ccc(Cl)cc1)N2)c1ccco1 (stereo unspecified)
24	-1.8	-7	-1	CCOC(=O)CN1C(=O)N[C@@H](CCc2ccccc2)C(C(C)=O)=C1C
25	1.5	3	0	COC(=O)c1ccc(C23CC4(C2)[C@H](CN(Cc2cccnc2)[C@@H]4c2ccccc2)C3c2ccc(C(F)(F)F)cc2)cc1 (stereo partly specified)

# Other structures
[26] C#CCOCCOCCOCCNc1nc(N2CCN(C(=O)Cn3cc(CC(C)O)nn3)CC2)nc(N2CCN(C(=O)[C@H](C)n3cc(CCCN=C(N)N)nn3)CC2)n1 (stereo partly specified)
  CRFBP-R2 agonist: 3.1; CRFBP-R2 block: 10; IDE cell inh: -1
[27] Cc1ccc2nc(NCC(N)=O)nc(-c3ccccc3)c2c1
  CRFBP-R2 agonist: -0.9; CRFBP-R2 block: -17; IDE cell inh: 4
[28] NNc1nnnc2c1sc1nc(N3CCOCC3)c3c(c12)CCCC3
  CRFBP-R2 agonist: -1.4; CRFBP-R2 block: 3; IDE cell inh: -5
[29] CC1C(c2ccccc2)=NNc2nc3c(c(=O)n(C)c(=O)n3C)n21 (stereo unspecified)
  CRFBP-R2 agonist: -2.9; CRFBP-R2 block: -10; IDE cell inh: -5
[30] CC(=O)c1ccccc1OC(=O)COc1ccc(Cl)cc1C
  CRFBP-R2 agonist: -1.6; CRFBP-R2 block: -11; IDE cell inh: 4
[31] Cc1cc(C)c2nc(C)cc(Nc3ccc(C(=O)N(C)C)cc3)c2c1
  CRFBP-R2 agonist: -2.8; CRFBP-R2 block: 19; IDE cell inh: -2
[32] O=C1/C(=C/c2cccs2)SC(=S)N1C1CCS(=O)(=O)C1 (stereo unspecified)
  CRFBP-R2 agonist: 0.8; CRFBP-R2 block: 2; IDE cell inh: 6
[33] C=C(C)C(=O)Nc1cccc(C2=NOC3(C2)C[C@@H](C(N)=O)N(C(=O)c2ccc(Cl)cc2)C3)c1 (stereo partly specified)
  CRFBP-R2 agonist: 1.0; CRFBP-R2 block: -1; IDE cell inh: 3
[34] Cc1ccc(S(=O)(=O)NC(CCc2ccccc2)CC(=O)C(C)(C)C)cc1 (stereo unspecified)
  CRFBP-R2 agonist: 4.1; CRFBP-R2 block: -18; IDE cell inh: 3
[35] CCC(C)Sc1ccc(-c2nc3ccc(C)cn3c2NC2CCCCC2)cc1 (stereo unspecified)
  CRFBP-R2 agonist: -0.7; CRFBP-R2 block: -3; IDE cell inh: 6

# A portion of the library; rates above refer to the full screens.
